Screening data: PubChem, National Center for Advancing Translational Sciences (NCATS)
APE1 inh: APE1 (human) endonuclease inhibition. AID 2517. Potency, µM (highest dose often 65.8 µM), for the others: at the highest dose activity change, negative = inhibition, hits mostly inhibitors. recombinant APE1, TAMRA/BHQ-2 abasic DNA cleavage fluorescence. 350,000 tested, 0.35% active;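 also: potency is read from the fitted curve at half-maximal effect; plate controls were vehicle for no effect and reference inhibitor for full effect; nearly all actives have a fitted effect of over 55% in size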
Target sequence (P27695 whole entry, looked up): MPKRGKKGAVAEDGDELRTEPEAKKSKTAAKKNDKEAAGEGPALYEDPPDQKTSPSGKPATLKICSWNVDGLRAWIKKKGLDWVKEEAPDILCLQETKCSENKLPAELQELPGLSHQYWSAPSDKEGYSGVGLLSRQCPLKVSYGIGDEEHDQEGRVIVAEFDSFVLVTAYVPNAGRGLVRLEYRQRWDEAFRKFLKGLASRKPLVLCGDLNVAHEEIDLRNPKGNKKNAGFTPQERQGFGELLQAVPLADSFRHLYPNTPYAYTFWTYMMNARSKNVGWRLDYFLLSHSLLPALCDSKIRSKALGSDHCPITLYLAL
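Incision of a quenched TAMRA/BHQ-2 THF abasic-site duplex (50 nM) by 0.75 nM APE1, after 15 min compound preincubation, measured as fluorescence increase over three 60 s reads. Values normalized to buffer, DMSO and NSC13755 control wells.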
GRP78 ERSR act: induces the endoplasmic reticulum stress response in human glioma cells; 420,000 tested, 0.02% active; U87-MG GRP78 promoter luciferase reporter, 16 h; Potency, µM, for inactives: at the top dose activation, usual class: activators; also: potency is read from the fitted curve at half-maximal effect; series mostly up to about 76 µM; % of control where 0% means no effect; nearly all actives have a fitted effect of over 35% in size
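ERSR induction read as luciferase luminescence (Bright-Glo, 10 min at room temperature) in stably transfected human U87-MG glioma cells exposed to compounds for 16 h, using GRP78 as sensor.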
Anesthetic bind: candidate novel general anesthetic via apoferritin binding | P02791 | apoferritin/1-aminoanthracene competitive binding, fluorescence | Potency, µM (series often up to 77.5 µM), without a hit: at the highest dose activity change, negative = displacement, actives largely listed as inhibitors | 350,000 tested, 0.074% active | AID 485281; also: potency is read from the fitted curve at half-maximal effect; % is scaled to controls: 0 for no effect and ±100 for the full control effect; nearly all actives have a fitted effect of over 20% in size
Target sequence (P02791 2-175 limits assumed): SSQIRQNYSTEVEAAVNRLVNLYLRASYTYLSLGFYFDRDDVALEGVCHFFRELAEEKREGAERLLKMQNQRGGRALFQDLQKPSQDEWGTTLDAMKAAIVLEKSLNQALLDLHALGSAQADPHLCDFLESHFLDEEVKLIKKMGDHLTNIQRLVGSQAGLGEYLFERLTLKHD
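Apoferritin-based anesthetic binding model; compound displacement of fluorescent 1-AMA measured as endpoint fluorescence after 10 minutes at room temperature, scaled to free-ligand and complex controls.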
Pol iota inh: blocks human DNA polymerase iota activity. AID 588590. Pol iota fluorescent replication assay, 10 min. Potency, µM (doses to about 115 µM), inactives show at the top dose activity, negative = inhibition, hits mostly inhibitors. Q9UNA4. 390,000 tested, 1% active; also: potency is read from the fitted curve at half-maximal effect
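Fluorescent replication assay read twice, at 0 min and 10 min after adding 50 nM (final) substrate. Enzyme (10 nM) and compounds were first incubated 15 min at room temperature; enzyme-free buffer wells were negative controls.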
POLH inh: inhibitors of human DNA polymerase eta; Q9Y253; Potency, µM (doses to about 114 µM), for inactives: top-dose activity change, negative = inhibition, most hits filed as inhibitors; AID 588591; recombinant Pol eta, fluorescent DNA replication assay; 390,000 tested, 1.2% active; also: potency is read from the fitted curve at half-maximal effect; % is scaled to controls: 0 for no effect and ±100 for the full control effect
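Pol eta (10 nM) was preincubated with compounds for 15 min at room temperature, after which fluorescent replication substrate (50 nM final) was added to start the reaction. Fluorescence was read kinetically at 0 and 10 min.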
POLB inh: blocks human DNA polymerase beta activity. P06746. Pol beta primer extension/strand displacement, fluorescence kinetic. Potency, µM (top dose mostly 114 µM), for inactives: top-dose activity change, negative = inhibition, most hits filed as inhibitors. 340,000 tested, 1.3% active; also: potency is read from the fitted curve at half-maximal effect; % is scaled to controls: 0 for no effect and ±100 for the full control effect
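Homogeneous kinetic assay of primer extension and strand displacement by 10 nM Pol beta, preincubated 15 min at room temperature with compound before 50 nM substrate (final) was added. Read at 0 and 10 min; four-parameter Hill fit.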
LDHA inh: inhibitors of human lactate dehydrogenase A; activity change, % (values are at about 110 or 230 µM); 480,000 tested, 0.15% active; purified LDHA, NADH/diaphorase-resazurin fluorescence; hits give low values; in the data active = activity change below about -30%; inconclusive = mostly about -25% to -30%;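 also: plate controls were DMSO wells for no effect and wells without enzyme for full effect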
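LDH5 2 nM; NADH 0.06 mM, pyruvate 0.2 mM; 200 mM Tris pH 7.4, EDTA, Tween-20; 5 min RT. Detection: diaphorase 0.133 mg/mL + resazurin 37 µM, fluorescence ex540/em590 at 0 and 20 min; normalized to enzyme-free and DMSO wells.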
BLM helicase inh: blocks DNA unwinding by human BLM helicase | 350,000 tested, 0.2% active | recombinant BLM DNA unwinding, fluorescence dequenching | P54132 | Potency, µM (highest dose often 56.1 µM), for inactives: at the highest dose activity change, negative = inhibition, most hits filed as inhibitors;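 also: potency is read from the fitted curve at half-maximal effect; plate controls were vehicle for no effect and no enzyme for full effect; nearly all actives have a fitted effect of over 35% in size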
Pol kappa inh: inhibitors of human DNA polymerase kappa; purified Pol kappa, fluorescent DNA synthesis assay, 10 min; 400,000 tested, 0.53% active; AID 588579; Potency, µM (doses to about 107 µM), for inactives: at the highest dose activity, negative = inhibition, actives largely listed as inhibitors; Q9UBT6; also: potency is read from the fitted curve at half-maximal effect; % is scaled to controls: 0 for no effect and ±100 for the full control effect
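Readout: fluorescence, taken kinetically at 0 and 10 min. Conditions: 10 nM Pol kappa, 15 min RT compound preincubation, 50 nM substrate final. Controls: enzyme-free buffer wells.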
* marks the source's active call; other numbers are inactive results; ? = inconclusive; nt = not tested or not shown; [ ] = another dose, or the depositor's remark. Unless noted, calls follow the shape of the dose curve; as a rule, active = well fitted curve in the direction sought with a large enough effect; inconclusive = small, poorly fitted or top-dose-only effect, or another doubt; inactive = no such curve, though single readings can be large; an effect the other way counts as inactive or inconclusive. Only part of the results is shown, so the mix of outcomes need not match the whole.

Values run as follows: APE1 inh	GRP78 ERSR act	Anesthetic bind	Pol iota inh	POLH inh	POLB inh	LDHA inh	BLM helicase inh	Pol kappa inh
COc1ccccc1NC(=O)COC(=O)c1cnc(C)cn1
 : 21%	1%	-5%	-3%	-6%	10%	2	2%	3%
COc1ccc(NC(=O)CSc2nnc(-c3cccs3)n2N)cc1S(N)(=O)=O
 : -6%	-5%	nt	22%	-12%	nt	-7	nt	-18%
Cc1cccc(-c2noc(CCCC(=O)NC3CCCCC3)n2)c1
 : 28%[12.4 µM]	-2%	-10%	74%[activator]	-21%	10%	1	1%	-2%
Cc1noc(C)c1S(=O)(=O)N1CCCC(C(=O)NCCc2ccccc2)C1 (stereo unspecified)
 : 8%	2%	-12%	-1%	0%	53%	-4	-4%	-11%
Cc1cc(C)c(NC(=O)COC(=O)c2cc([N+](=O)[O-])ccc2N2CCOCC2)c(C)c1
 : 17%	-3%	-6%	2%	-6%	4%	-4	-3%	-5%
C=CCOc1c(CCC)cc(CCC)cc1C(N)=O
 : -1%	-2%	-2%	17%	-21%	1%	-8	-6%	-17%
COc1cccc(/C=C2\SC(=S)N(C(Cc3ccccc3)C(=O)O)C2=O)c1 (stereo unspecified)
 : 2%	-2%	?	19%	-4%	-19%	-3	1%	-7%
N/C(CS(=O)(=O)c1ccc(F)cc1)=N\O
 : 5%	2%	5%	8%	-12%	26%	0	-10%	6%
CSCCC(NC(=O)c1ccc(Cl)cc1)C(=O)OCC(C)=O (stereo unspecified)
 : 24%	-2%	0%	83%[activator]	-14%	28%	0	-4%	-6%
O=C(NCC1CCN(Cc2ccccc2Cl)CC1)c1cc2ccc3cccnc3c2[nH]1
 : nt	-2%	-8%	-1%	-6%	29%	2	35%[activator]	3%
CC(C)C(Sc1nc(-c2ccccc2)cc(-c2ccccc2)c1C#N)C(=O)O (stereo unspecified)
 : 7%	13%	-13%	-15%	?	?	-20	5%	-4%
O=C(Nc1nnc(C(F)(F)F)s1)c1ccc(Br)s1
 : 0%	-1%	-5%	111%[activator]	-1%	-4%	-2	-3%	-10%
Cc1cccc(Nc2ccccc2)c1
 : 13%	1%	?	-3%	-13%	24%	3	-1%	-3%
N#Cc1c(-c2ccc(F)cc2)c2c([nH]c1=O)-c1ccccc1OC2
 : 0%	-1%	89%[activator]	33%	-3%	-2%	-2	-3%	2%
COc1ccccc1C1CCN(Cc2ccccc2Cl)CC1
 : 9%	-1%	1%	159%[activator]	-21%	-5%	-8	-1%	2%

Further records
Values run as follows: APE1 inh	GRP78 ERSR act	Anesthetic bind	Pol iota inh	POLH inh	POLB inh	LDHA inh	BLM helicase inh	Pol kappa inh
O=C(CC1SC(=O)NC1=O)Nc1ccc(Cl)cc1 (stereo unspecified)
 : -4%	-2%	-6%	46%[activator]	-9%	1%	-11	-1%	-7%
Cc1ccc(CNC(=O)Cn2c(=O)n(Cc3ccccc3)c(=O)c3sc4ccccc4c32)cc1
 : nt	-2%	1%	16%	-6%	61%	-8	-3%	-5%
CC(C)c1ccc(Nc2nc(Cl)nc(NCc3ccco3)n2)cc1
 : 0%	-9%	-17%	-4%	19%	2%	0	-2%	5%
CC(C)OCCCNc1nc(Cl)nc2c1cnn2C
 : nt	-1%	nt	66%[activator]	-2%	nt	-5	nt	?
COC(=O)c1c(NC(=O)CSc2nnc3ccccn23)sc2c1CCC2
 : 22%	-4%	8%	42%[activator]	?	?	-1	2%	-13%
CCc1nc2ccc(C(=O)NCc3ccc(N(C)C)cc3)cc2nc1CC
 : nt	-3%	6%	20%	-4%	14%	-7	2%	-4%[60.1 µM]
Nc1ncnc(Oc2ccccc2F)c1[N+](=O)[O-]
 : -7%	-1%	-14%	16%	-6%	22%	1	-5%	-7%
CC(C)C(=O)Nc1cccc(COc2ccc(CN(CCc3ccccc3)C(=O)OC(C)(C)C)cc2)c1
 : nt	-4%	nt	-32%	-18%	nt	1	nt	-2%
Cc1ccc2c(c1)c(=O)c1ccccc1n2CCCC(=O)Nc1ccc(C)c(C)c1
 : nt	-4%	-3%	-9%	-10%	11%	2	-12%	-16%
COC(=O)c1cc2sc(Cl)cc2n1CC(=O)Nc1cc(OC)cc(OC)c1
 : nt	-4%	-1%	8%	-17%	18%	-4	-1%	0%
CCOC(=O)C(CCC#N)(CCC#N)C(=O)OCC
 : -8%	-1%	-5%	8%	3%	24%	-6	-1%	-10%
Cc1ccc(S(=O)(=O)NC(=O)N2CCC(C)CC2)cc1
 : -1%	nt	?	nt	nt	27%	nt	-1%	nt
O=C(c1cccc(Br)c1)N1CCCC1
 : 1%	-3%	-8%	36%[activator]	-5%	7%	-5	1%	3%
c1csc(C(c2nnnn2C2CCCC2)N2CCOCC2)c1 (stereo unspecified)
 : 19%	-2%	-11%	1%	-6%	38%	2	-4%	-10%
O=C(COC(=O)Cc1cccc(C(F)(F)F)c1)Nc1ccc2[nH]c(=O)[nH]c2c1
 : -18%	-2%	nt	19%	-13%	nt	-2	nt	-23%

More records:
Values run as follows: APE1 inh	GRP78 ERSR act	Anesthetic bind	Pol iota inh	POLH inh	POLB inh	LDHA inh	BLM helicase inh	Pol kappa inh
COc1ccc(CCNc2ncnc3[nH]ncc23)cc1OC
 : -2%	-5%	5%	71%[activator]	-10%	?	0	2%	1%
CN(CCNC(=O)C1CCC(=O)N(Cc2ccc(Cl)cc2)C1)CCc1ccccc1 (stereo unspecified)
 : -2%	-1%	-16%	-2%	-8%	-2%	-11	4%	-22%
CCn1cc(S(=O)(=O)c2ccc(Cl)cc2)c(=O)c2cc(OC)ccc21
 : -9%	-2%	-1%	39%[activator]	-18%	4%	-4	-3%	-16%
COc1ccc(-n2c(SCC#N)nnc2-c2cccnc2)cc1
 : -1%	-2%	-2%	16%	-3%	2%	-8	0%	-1%
COC(=O)CSc1ncc2c(n1)-c1ccccc1N(Cc1ccc(Cl)cc1)S2(=O)=O
 : nt	-5%	-11%	-4%	-6%	-12%	-1	-2%	-2%
CCCC(C)NC(=O)c1cc(C(=O)OC)cc([N+](=O)[O-])c1 (stereo unspecified)
 : -1%	-2%	-12%	0%	-10%	16%	-7	0%	-9%
CCn1c2ccccc2c2cc(NC(=O)C(C)OC(=O)c3ccc(NC(=O)CC#N)cc3)ccc21 (stereo unspecified)
 : -13%	-8%	nt	4%	-9%	nt	0	nt	9%
Nc1nc(SCc2cccnc2)c2ncn(C3OC(CO)C(O)C3O)c2n1 (stereo unspecified)
 : nt	-3%	nt	6%	-11%	nt	-9	nt	-10%
CCN(Cc1ccccc1)C(=O)Nc1ccc2c(c1)N(C)C(=O)c1ccccc1S2
 : nt	-3%	3%	-15%	-4%	-23%	-3	-3%	-20%
CSc1c(C#N)sc(=S)n1-c1ccc(C)cc1
 : -7%	1%	?	80%[activator]	-22%	5%	-3	-9%	-2%
CC(OC(=O)c1ccccc1Br)C(=O)Nc1nc(-c2cccc([N+](=O)[O-])c2)cs1 (stereo unspecified)
 : -4%	-1%	5%	173%[activator]	-15%	11%	-5	2%	-7%
Cc1cccc(NC(=O)CSc2nnc(CSc3nc(C)cc(C)n3)n2Cc2ccco2)c1
 : 3%	-2%	-16%	3%	2%	14%	-4	-6%	-4%
Cn1c(CN2CCCCC2)nc2cc(NS(=O)(=O)c3ccc(Cl)cc3)ccc21
 : 14%	-2%	-13%	-25%	-5%	7%	-4	1%	-5%
COC(=O)C1CCCN1S(=O)(=O)c1ccc([N+](=O)[O-])cc1 (stereo unspecified)
 : 2%	-3%	-15%	31%[activator]	-22%	33%	-2	0%	10%
CC(=O)Cc1nsc(NC(=O)c2cn(-c3ccccc3)nc2-c2ccc(Br)cc2)n1
 : 0%	-2%	-5%	19%	3%	0%	0	-2%	-5%
CCN(CC)CCCN1C(=O)C(=O)/C(=C(/O)c2ccc(OC)cc2)C1c1ccco1 (stereo unspecified)
 : nt	7%	nt	37%[activator]	-18%	nt	3	nt	-2%
Cc1ccc(-c2csc(=S)n2CC(=O)OCC(=O)NCc2ccco2)cc1
 : -5%	0%	-10%	15%	-6%	-13%	-1	-3%	-3%

Arranged by formula weight (high to low): some entries from above.
Values run as follows: APE1 inh	GRP78 ERSR act	Anesthetic bind	Pol iota inh	POLH inh	POLB inh	LDHA inh	BLM helicase inh	Pol kappa inh
CC(OC(=O)c1ccccc1Br)C(=O)Nc1nc(-c2cccc([N+](=O)[O-])c2)cs1 (stereo unspecified)
 : -4%	-1%	5%	173%[activator]	-15%	11%	-5	2%	-7%
CCn1c2ccccc2c2cc(NC(=O)C(C)OC(=O)c3ccc(NC(=O)CC#N)cc3)ccc21 (stereo unspecified)
 : -13%	-8%	nt	4%	-9%	nt	0	nt	9%
COC(=O)CSc1ncc2c(n1)-c1ccccc1N(Cc1ccc(Cl)cc1)S2(=O)=O
 : nt	-5%	-11%	-4%	-6%	-12%	-1	-2%	-2%
CN(CCNC(=O)C1CCC(=O)N(Cc2ccc(Cl)cc2)C1)CCc1ccccc1 (stereo unspecified)
 : -2%	-1%	-16%	-2%	-8%	-2%	-11	4%	-22%
Cc1ccc(-c2csc(=S)n2CC(=O)OCC(=O)NCc2ccco2)cc1
 : -5%	0%	-10%	15%	-6%	-13%	-1	-3%	-3%
Nc1nc(SCc2cccnc2)c2ncn(C3OC(CO)C(O)C3O)c2n1 (stereo unspecified)
 : nt	-3%	nt	6%	-11%	nt	-9	nt	-10%
CCn1cc(S(=O)(=O)c2ccc(Cl)cc2)c(=O)c2cc(OC)ccc21
 : -9%	-2%	-1%	39%[activator]	-18%	4%	-4	-3%	-16%
COc1ccc(-n2c(SCC#N)nnc2-c2cccnc2)cc1
 : -1%	-2%	-2%	16%	-3%	2%	-8	0%	-1%
COc1ccc(CCNc2ncnc3[nH]ncc23)cc1OC
 : -2%	-5%	5%	71%[activator]	-10%	?	0	2%	1%
CCCC(C)NC(=O)c1cc(C(=O)OC)cc([N+](=O)[O-])c1 (stereo unspecified)
 : -1%	-2%	-12%	0%	-10%	16%	-7	0%	-9%
